V1aR counter: agonists of human V1a receptor, primary screen, counter-screen for OXTR agonist project, fluorescence, CHO-V1R cells; Vasopressin V1a receptor (Homo sapiens), P37288; Fluo-8 calcium fluorescence, agonist mode; 0% DMSO, 100% 3 nM vasopressin; activation, % at 3 µM; 0.25% of 320,000 active; AID 2797, 2010;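 active = activation above the mean activation of all tested compounds plus 3 SD, per screening run, cut at about 20% in these data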;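 also: signal is peak over basal fluorescence ratio across a 100 second FLIPR read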
Target sequence (P37288 whole entry, looked up): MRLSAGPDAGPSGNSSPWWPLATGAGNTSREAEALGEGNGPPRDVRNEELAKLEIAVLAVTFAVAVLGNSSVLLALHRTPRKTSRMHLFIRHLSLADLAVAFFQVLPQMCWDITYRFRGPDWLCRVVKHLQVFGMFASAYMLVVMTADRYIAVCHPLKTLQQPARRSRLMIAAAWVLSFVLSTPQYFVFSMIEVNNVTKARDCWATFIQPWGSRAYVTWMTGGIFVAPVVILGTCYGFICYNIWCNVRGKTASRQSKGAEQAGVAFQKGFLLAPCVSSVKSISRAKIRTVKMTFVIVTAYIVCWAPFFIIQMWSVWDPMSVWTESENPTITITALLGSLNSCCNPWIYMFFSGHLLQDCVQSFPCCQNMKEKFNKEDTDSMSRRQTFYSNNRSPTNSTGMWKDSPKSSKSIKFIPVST
FID counter: compounds displacing fluorescent DNA intercalator, primary screen, artefact control for HCV NS3 helicase inhibitor project, biochemical, FID fluorescence. DNA fluorescent intercalator displacement. 0.17% of 290,000 active. AID 1845, 2009. inhibition, % at 7.9 µM; in the data active = inhibition above about 37%;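 also: 0% = vehicle and 100% = reference compound; higher means more ethidium bromide displaced from hairpin DNA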
OXTR agonist: human OXTR agonists, primary screen, fluorescence, CHO-OTR cells, Fluo-8 calcium; 0.32% of 320,000 active; AID 2435, 2010; Fluo-8 calcium fluorescence; normalized: DMSO 0%, oxytocin 100%; Oxytocin receptor (Homo sapiens), P30559; activation, % at 3 µM;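 active = activation above the mean of all tested compounds plus 3 SD, cutoff set per screening run, cut at about 20% in these data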;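 also: peak over basal fluorescence ratio from a 100 s FLIPR kinetic read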
IMP-1 inhibitor: IMP-1 metallo-beta-lactamase inhibitors, primary screen, biochemical, epi-absorbance readout, Pseudomonas aeruginosa enzyme | purified IMP-1, nitrocefin hydrolysis, epi-absorbance fluorescence | inhibition, % at 5.6 µM | 0.45% of 290,000 active;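 active = inhibition above the mean plus 3 SD of all compounds in the same screening run, cut at about 4.5% in these data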;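 also: 0% = IMP-1 with DMSO and 100% = DMSO wells lacking enzyme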
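Assay system: purified recombinant IMP-1 beta-lactamase. Input: IMP-1 0.2 nM before substrate addition. Buffer or medium: Zinc- and detergent-supplemented HEPES buffer, pH 7.1. Schedule: 25 °C, 15 min preincubation, 25 min reaction. Signal: Epi-absorbance fluorescence, 480 nm excitation, 530 nm emission. Evaluation: percent inhibition from optical density relative to buffer-blank wells.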
NS3 helicase inh: inhibitors of HCV NS3 helicase, primary screen, biochemical, Cy5 molecular beacon fluorescence | NS3 helicase DNA unwinding | Hepatitis C virus NS3 helicase | 0.56% of 290,000 active | AID 1800, 2009 | inhibition, % at 10.9 µM;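 active = inhibition above the mean of all tested compounds plus 3 SD, set per campaign, cut at about 35% in these data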;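 also: 0% = DMSO wells and 100% = thioflavine S control wells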
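Assay system – hepatitis C virus NS3 helicase domain fragment enzyme · Buffer or medium – MOPS pH 6.5, MgCl2, DTT, Tween20, BSA · Reagent – Cy5/quencher beacon DNA duplex and ATP to start · Compound – single 10.9 µM dose · Timing – 1 h at 25 °C · Technique – Cy5 beacon fluorescence read at start and 1 h · Measure – % inhibition of unwinding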
GPR7 antag: GPR7 receptor antagonists, primary screen, cell-based, fluorescence, single concentration; Neuropeptides B/W receptor type 1 (Homo sapiens), P48145; 1.1% of 290,000 active; AID 1861, 2009; inhibition, % at 4.4 µM; GPR7-expressing cells, fluorescence antagonist assay; in the data active = inhibition above about 16%, passing the limit was not always enough;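 also: cells stimulated with the agonist NPW; 0% = agonist with vehicle and 100% = vehicle without agonist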
Target sequence (P48145 whole entry, looked up): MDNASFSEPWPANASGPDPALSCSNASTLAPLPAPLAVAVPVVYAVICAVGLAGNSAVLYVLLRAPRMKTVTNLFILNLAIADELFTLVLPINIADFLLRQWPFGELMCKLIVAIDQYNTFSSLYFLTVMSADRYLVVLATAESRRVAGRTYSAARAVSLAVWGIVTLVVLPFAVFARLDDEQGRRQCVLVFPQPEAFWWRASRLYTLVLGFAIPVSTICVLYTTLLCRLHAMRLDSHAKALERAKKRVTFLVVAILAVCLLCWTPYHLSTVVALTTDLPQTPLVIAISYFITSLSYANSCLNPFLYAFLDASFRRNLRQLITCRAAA
GalR3 antagonist: GalR3 antagonists in HEK293 cells, primary screen, cell-based, fluorescence readout; 0.44% of 360,000 active; HEK293 GalR3-CNG cAMP membrane potential fluorescence; galR3 body fused to GalR1 C-terminus; inhibition, % at 3 µM;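 active = inhibition above the screen-wide average plus 3 SD, cut at about 13% in these data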;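 also: forskolin and galanin both at EC90 stimulate the cells; cAMP rise reported by CNG channel membrane potential dye signal; 0% = forskolin plus galanin with DMSO and 100% = forskolin alone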
Target sequence (O60755 1-299 limits assumed): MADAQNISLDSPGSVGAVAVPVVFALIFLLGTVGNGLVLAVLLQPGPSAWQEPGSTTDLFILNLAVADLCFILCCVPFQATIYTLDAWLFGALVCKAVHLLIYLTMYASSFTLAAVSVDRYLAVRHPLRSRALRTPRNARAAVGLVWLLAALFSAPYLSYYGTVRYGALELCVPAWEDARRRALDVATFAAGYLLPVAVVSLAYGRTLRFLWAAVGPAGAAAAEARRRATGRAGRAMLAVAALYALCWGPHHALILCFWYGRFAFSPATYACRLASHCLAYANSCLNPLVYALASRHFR
VIM-2 inh: VIM-2 metallo-beta-lactamase inhibitors, primary screen, biochemical, epi-absorbance readout, Pseudomonas aeruginosa enzyme; purified VIM-2, nitrocefin hydrolysis, epi-absorbance fluorescence; 0.89% of 290,000 active; inhibition, % at 5.6 µM; AID 1527, 2009;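 active = inhibition above the mean of all tested compounds plus 3 SD, cutoff set per screening run, cut at about 7.5% in these data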;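 also: red hydrolysis product quenches plate fluorescence so inhibitors raise well fluorescence; 0% = enzyme with DMSO and 100% = DMSO without enzyme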
PHOSPHO1 block: PubChem AID 1565; Phosphoethanolamine/phosphocholine phosphatase (Homo sapiens), Q8TCT1; recombinant PHOSPHO1, absorbance phosphatase assay; inhibition, % at 13.3 µM; 1.1% of 290,000 active; in the data active = inhibition above about 60%
An asterisk follows results filed as active. Not a hit list. Share with any hit: about 4.3%.

Results for Oc1ccc2ccccc2c1CN1CCN(c2ccccc2)CC1 ?
V1aR counter: 1.3; FID counter: 1.5; OXTR agonist: -0.5; IMP-1 inhibitor: -2.6; NS3 helicase inh: 1.0; GPR7 antag: 2.7; GalR3 antagonist: -0.9; VIM-2 inh: -3.2; PHOSPHO1 block: 12.5

What do the screens show for `CS(=O)(=O)N1CCN(c2ccccc2NC(=O)c2ccc(Br)o2)CC1`?
V1aR counter: 0.2; FID counter: -20.7; OXTR agonist: -0.6; IMP-1 inhibitor: -1.4; NS3 helicase inh: -2.3; GPR7 antag: 7.0; GalR3 antagonist: -3.4; VIM-2 inh: -2.2; PHOSPHO1 block: 21.5

What do the screens show for `Cc1ccc(CCNC(=O)C2CCCN(C(=O)N(C)C)C2)cc1` (stereo unspecified)?
V1aR counter: -0.3; FID counter: -6.3; OXTR agonist: 0.3; IMP-1 inhibitor: -2.9; NS3 helicase inh: -1.1; GPR7 antag: -0.5; GalR3 antagonist: -4.6; VIM-2 inh: -4.1; PHOSPHO1 block: -23.4

How did CCOC(=O)[C@@H]1[C@H]2COc3cc(OC)ccc3[C@@H]2N2C(=O)N(c3ccc(Br)cc3)C(=O)[C@@]12C do in these assays?
V1aR counter: 0.1; FID counter: -33.5; OXTR agonist: -0.8; IMP-1 inhibitor: -1.1; NS3 helicase inh: -19.9; GPR7 antag: -2.3; GalR3 antagonist: -7.4; VIM-2 inh: -2.8; PHOSPHO1 block: -7.3

Results for O=C(COC(=O)c1n[nH]c(=O)c2ccccc12)c1ccc(Cl)cc1 ?
V1aR counter: -0.1; FID counter: -6.1; OXTR agonist: -0.2; IMP-1 inhibitor: -2.2; NS3 helicase inh: 0.8; GPR7 antag: -13.1; GalR3 antagonist: -0.6; VIM-2 inh: -2.2; PHOSPHO1 block: 25.3

What do the screens show for `Cn1nnnc1SCC(=O)N(C1CCCCC1)C1CCCCC1`?
V1aR counter: 0.6; FID counter: -20.2; OXTR agonist: 4.2; IMP-1 inhibitor: -5.1; NS3 helicase inh: 10.8; GPR7 antag: -13.3; GalR3 antagonist: -1.5; VIM-2 inh: -2.7; PHOSPHO1 block: 10.7

Results for O=C(COC(=O)c1ccc2c(c1)OCO2)Nc1ccccc1 ?
V1aR counter: 0.4; FID counter: 4.0; OXTR agonist: 0.4; IMP-1 inhibitor: 2.7; NS3 helicase inh: -12.2; GPR7 antag: 6.1; GalR3 antagonist: -4.3; VIM-2 inh: -0.9; PHOSPHO1 block: 5.0

What do the screens show for `O=C(COC(=O)c1cn(-c2ccccc2)nc1-c1ccccc1)c1cccc([N+](=O)[O-])c1`?
V1aR counter: -0.1; FID counter: 3.1; OXTR agonist: 2.2; IMP-1 inhibitor: 0.2; NS3 helicase inh: 14.9; GPR7 antag: 6.7; GalR3 antagonist: -2.6; VIM-2 inh: 0.2; PHOSPHO1 block: 15.4

What do the screens show for `Cc1ccc(NC(=S)N(CCCN2CCC(C)CC2)Cc2ccco2)cc1C`?
V1aR counter: -0.3; FID counter: 18.2; OXTR agonist: -0.8; IMP-1 inhibitor: -0.8; NS3 helicase inh: 1.8; GPR7 antag: 14.9; GalR3 antagonist: -6.6; VIM-2 inh: 1.0; PHOSPHO1 block: 4.5

Results for Cn1c(=O)c(C(=O)CCl)c(N)n(CC2CC2)c1=O ?
V1aR counter: 4.9; FID counter: -0.5; OXTR agonist: 1.4; IMP-1 inhibitor: -4.3; NS3 helicase inh: 0.8; GPR7 antag: -7.6; VIM-2 inh: -3.8; PHOSPHO1 block: -13.5

Results for CCC(=O)Nc1ccc(NC(=O)CSc2nnc(-c3ccco3)n2C)cc1 ?
V1aR counter: 0.3; FID counter: -8.8; OXTR agonist: 0.8; IMP-1 inhibitor: -2.3; NS3 helicase inh: -2.5; GPR7 antag: -3.9; GalR3 antagonist: -7.5; VIM-2 inh: 0.4; PHOSPHO1 block: 23.0

Results for CCOc1ccccc1NC(=O)CSc1nc2ccccc2nc1N1CCOCC1 ?
V1aR counter: -0.4; FID counter: -42.5; OXTR agonist: -1.0; IMP-1 inhibitor: -4.4; NS3 helicase inh: -20.9; GPR7 antag: 6.3; VIM-2 inh: -0.6; PHOSPHO1 block: 30.6

How did CC1=NN(C(N)=S)C(=O)C1N=Nc1cccc(C)c1 (stereo unspecified) do in these assays?
V1aR counter: 1.2; FID counter: -6.0; OXTR agonist: -0.8; IMP-1 inhibitor: -3.6; NS3 helicase inh: -6.3; GPR7 antag: -8.8; GalR3 antagonist: -5.0; VIM-2 inh: -2.4; PHOSPHO1 block: -4.9

What do the screens show for `Cn1c(=O)c2c(nc(Oc3cccc(O)c3)n2C)n(C)c1=O`?
V1aR counter: 0.0; FID counter: -5.2; OXTR agonist: 1.1; IMP-1 inhibitor: -2.9; NS3 helicase inh: 6.4; GPR7 antag: 2.0; GalR3 antagonist: -7.7; VIM-2 inh: 1.0

What do the screens show for `CC(C)(C)c1ccc(C(=O)N2CCC(C(=O)NCC3CCCO3)CC2)cc1` (stereo unspecified)?
V1aR counter: -0.4; FID counter: -27.0; OXTR agonist: -0.1; IMP-1 inhibitor: -2.2; NS3 helicase inh: 3.4; GPR7 antag: -9.0; GalR3 antagonist: -5.1; VIM-2 inh: -1.5; PHOSPHO1 block: 21.5

What do the screens show for `CCSc1nc(O)c(C2OC(=O)c3c2ccc(OC)c3OC)c(=O)n1-c1ccccc1` (stereo unspecified)?
V1aR counter: 1.6; FID counter: -22.8; OXTR agonist: 0.5; IMP-1 inhibitor: -4.5; NS3 helicase inh: 4.1; GPR7 antag: -5.1; GalR3 antagonist: -2.4; VIM-2 inh: -4.0; PHOSPHO1 block: 8.6

What do the screens show for `O=C(CSc1ccc(-c2ccncc2)nn1)N1CCCCC1`?
V1aR counter: 2.7; FID counter: -2.3; OXTR agonist: 6.7; IMP-1 inhibitor: -4.9; NS3 helicase inh: 7.9; GPR7 antag: -22.0; GalR3 antagonist: 9.8; VIM-2 inh: -5.0; PHOSPHO1 block: -20.0

How did CCN(CC(=O)Nc1c(F)cccc1F)C(=O)c1ccc(C(F)(F)F)cc1 do in these assays?
V1aR counter: 0.6; FID counter: -6.5; OXTR agonist: 0.4; IMP-1 inhibitor: -0.6; NS3 helicase inh: 4.9; GPR7 antag: 13.7; GalR3 antagonist: -9.6; VIM-2 inh: -0.1; PHOSPHO1 block: -3.5

How did C=CCn1c(C(C)NC(=O)CCC)nc2ccccc21 (stereo unspecified) do in these assays?
V1aR counter: 0.3; FID counter: -2.9; OXTR agonist: -0.9; IMP-1 inhibitor: -2.1; NS3 helicase inh: 8.5; GPR7 antag: 19.8*; GalR3 antagonist: -5.4; VIM-2 inh: -2.4; PHOSPHO1 block: -9.5

How did COc1cccc(CN(c2ccc3c(c2)CCC3)S(=O)(=O)c2ccc(-n3cnnn3)c(OC)c2)c1 do in these assays?
V1aR counter: 2.8; FID counter: -1.8; OXTR agonist: 0.4; IMP-1 inhibitor: -4.9; NS3 helicase inh: -10.1; GPR7 antag: -10.8; GalR3 antagonist: -2.2; VIM-2 inh: -2.8; PHOSPHO1 block: -6.8

What do the screens show for `Nc1nc(-c2ccccc2)cc(N2CCCCC2)n1`?
V1aR counter: 0.1; FID counter: 2.2; OXTR agonist: -0.4; IMP-1 inhibitor: -2.1; NS3 helicase inh: -14.8; GPR7 antag: 13.9*; GalR3 antagonist: 0.0; VIM-2 inh: -1.6; PHOSPHO1 block: 29.1

Results for O=C(Nc1ccc(C2=NCCN2)cc1)c1ccc(C(=O)Nc2ccc(C3=NCCN3)cc2)c([N+](=O)[O-])c1 ?
V1aR counter: -0.7; FID counter: 70.4*; OXTR agonist: 0.2; IMP-1 inhibitor: -1.0; NS3 helicase inh: -46.9; GPR7 antag: -6.8; GalR3 antagonist: -8.1; VIM-2 inh: -1.5; PHOSPHO1 block: 10.6

Results for Cc1ccc(C(=O)c2cccc(N)c2)cc1C ?
V1aR counter: -1.0; FID counter: -6.8; OXTR agonist: -0.7; IMP-1 inhibitor: -1.2; NS3 helicase inh: 5.4; GPR7 antag: -12.8; GalR3 antagonist: -3.5; VIM-2 inh: -1.8; PHOSPHO1 block: 44.5

Results for Cc1ccc(-n2c3c(cc(C(=O)O)c2=O)C(=O)CC(C)(C)C3)cc1 ?
V1aR counter: 0.5; FID counter: -1.6; OXTR agonist: 0.2; IMP-1 inhibitor: -2.3; NS3 helicase inh: 1.3; GPR7 antag: 11.7; GalR3 antagonist: 1.3; VIM-2 inh: -3.9; PHOSPHO1 block: 13.9

What do the screens show for `CCCn1c(SCC(=O)NC2CCCCC2)nnc1C1CC1`?
V1aR counter: -0.4; FID counter: -11.4; OXTR agonist: -0.3; IMP-1 inhibitor: -0.4; NS3 helicase inh: -5.2; GPR7 antag: -5.5; GalR3 antagonist: 1.8; VIM-2 inh: 3.6; PHOSPHO1 block: -45.1

What do the screens show for `O=C(CNC(=S)NC(=O)c1cccc([N+](=O)[O-])c1)c1ccccc1`?
V1aR counter: -0.9; FID counter: 2.1; OXTR agonist: -2.2; IMP-1 inhibitor: -3.6; NS3 helicase inh: 7.0; GPR7 antag: 10.8; GalR3 antagonist: -5.6; VIM-2 inh: -4.9; PHOSPHO1 block: -7.8

How did COc1cccc(-n2nc(C(=O)N3CCN(Cc4ccccc4)CC3)c3ccccc3c2=O)c1 do in these assays?
V1aR counter: -0.6; FID counter: -5.3; OXTR agonist: -1.0; IMP-1 inhibitor: -0.6; NS3 helicase inh: -14.1; GPR7 antag: -11.9; GalR3 antagonist: 5.7; VIM-2 inh: -0.7; PHOSPHO1 block: 13.6

Results for COc1ccc(N2CCN(C(=O)NCc3cccc(OC)c3)CC2)cc1 ?
V1aR counter: 2.0; FID counter: -24.2; OXTR agonist: 1.5; IMP-1 inhibitor: -0.8; NS3 helicase inh: 5.3; GPR7 antag: 4.5; GalR3 antagonist: -5.2; VIM-2 inh: -3.3; PHOSPHO1 block: 13.0

How did COc1ccc(N2CCN(c3oc(Cc4cccc5ccccc45)nc3C#N)CC2)cc1 do in these assays?
V1aR counter: 0.2; FID counter: 6.2; OXTR agonist: 0.4; IMP-1 inhibitor: -1.5; NS3 helicase inh: -5.0; GPR7 antag: 6.0; GalR3 antagonist: -8.5; VIM-2 inh: -0.1; PHOSPHO1 block: 23.4

How did Cc1ccc2nc(N3CCN(C(=O)c4ccco4)CC3)c3nncn3c2c1 do in these assays?
V1aR counter: -0.4; FID counter: -36.2; OXTR agonist: -1.4; IMP-1 inhibitor: -3.9; NS3 helicase inh: 8.3; GPR7 antag: -8.3; GalR3 antagonist: -6.3; VIM-2 inh: 3.7; PHOSPHO1 block: -3.6

Screening results deposited in PubChem BioAssay by several laboratories.
